Fluorescein autfl = compound autofluorescence in fluorescein spectral region; max fluorescein-equivalent concentration, M; 0.91% of 59,000 active; Compound autofluorescence, 480/540 nm, fluorescein-equivalent; stronger effect = higher value; in the data active = max fluorescein-equivalent concentration above about 10 nM; inconclusive = between about 1.1 nM and that limit
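Compounds (23 nL) in 100 mM Tris pH 8.0, 15 min at room temperature, then fluorescence read at 480 nm excitation/540 nm emission. Signal converted to fluorescein-equivalent concentration from an on-plate fluorescein standard curve.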
Rhodamine fluor = rhodamine region autofluorescence. Rhodamine-region fluorescence, 547/598 nm, Tris buffer; stronger effect = higher value. max dye-equivalent concentration, M. 0.05% of 59,000 active. AID 594; in the data active = max dye-equivalent concentration above about 11 nM; inconclusive = between about 1.1 nM and that limit
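qHTS spectral profiling of compounds without any target or enzyme present, in pH 8.0 Tris buffer; plates were read after a 15-minute room-temperature incubation using the rhodamine-region filter set.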
USP2a inhib = inhibitors of human ubiquitin-specific protease USP2a. 0.1% of 60,000 active. AID 927. Potency, µM (titrated, usually from 38.3 µM), for the others: at the highest dose activity change, negative = inhibition, hits mostly inhibitors. USP2a enzymatic assay, qHTS inhibition;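 also: potency is read from the fitted curve at half-maximal effect; nearly all actives have a fitted effect of over 60% in size; plate controls were DMSO for no effect and NEM full inhibition control for full effect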
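Coupled readout: USP2-cleaved Ub-PLA2 (20nM final) turns over NBD C6-HPC (20uM final), Ex 460nm/Em 535nm after 2.5 h, time-zero read flagging artifacts. Enzyme (20nM final, pH 8.0 Tris) given 30 min RT with compound first; NEM defines full inhibition.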
4MU fluor = compound fluoresces in the 4-MU spectral region. compound autofluorescence, 340/450 nm, 4-MU equivalents; stronger effect = higher value. max dye-equivalent concentration, M. 11% of 59,000 active; in the data active = max dye-equivalent concentration above about 10 nM; inconclusive = mostly about 1.1 nM to 9.6 nM
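Compounds in 100 mM Tris, pH 8.0, incubated 15 min at room temperature, then fluorescence read at 340 nm excitation/450 nm emission. Signal converted to 4-MU dye-equivalent concentration using an on-plate six-point 4-MU standard curve.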
BRCT PPI green = BRCA1 BRCT-phosphoprotein interaction inhibition. P38398. BRCA1 BRCT-phosphopeptide binding, green fluorescence polarization. Potency, µM (series often up to 76.9 µM), inactives show at the highest dose activity change, negative = inhibition, actives largely listed as inhibitors. 0.05% of 75,000 active. AID 875;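 also: potency is read from the fitted curve at half-maximal effect; plate controls were peptide without protein for full effect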
Target sequence (P38398 whole entry, looked up): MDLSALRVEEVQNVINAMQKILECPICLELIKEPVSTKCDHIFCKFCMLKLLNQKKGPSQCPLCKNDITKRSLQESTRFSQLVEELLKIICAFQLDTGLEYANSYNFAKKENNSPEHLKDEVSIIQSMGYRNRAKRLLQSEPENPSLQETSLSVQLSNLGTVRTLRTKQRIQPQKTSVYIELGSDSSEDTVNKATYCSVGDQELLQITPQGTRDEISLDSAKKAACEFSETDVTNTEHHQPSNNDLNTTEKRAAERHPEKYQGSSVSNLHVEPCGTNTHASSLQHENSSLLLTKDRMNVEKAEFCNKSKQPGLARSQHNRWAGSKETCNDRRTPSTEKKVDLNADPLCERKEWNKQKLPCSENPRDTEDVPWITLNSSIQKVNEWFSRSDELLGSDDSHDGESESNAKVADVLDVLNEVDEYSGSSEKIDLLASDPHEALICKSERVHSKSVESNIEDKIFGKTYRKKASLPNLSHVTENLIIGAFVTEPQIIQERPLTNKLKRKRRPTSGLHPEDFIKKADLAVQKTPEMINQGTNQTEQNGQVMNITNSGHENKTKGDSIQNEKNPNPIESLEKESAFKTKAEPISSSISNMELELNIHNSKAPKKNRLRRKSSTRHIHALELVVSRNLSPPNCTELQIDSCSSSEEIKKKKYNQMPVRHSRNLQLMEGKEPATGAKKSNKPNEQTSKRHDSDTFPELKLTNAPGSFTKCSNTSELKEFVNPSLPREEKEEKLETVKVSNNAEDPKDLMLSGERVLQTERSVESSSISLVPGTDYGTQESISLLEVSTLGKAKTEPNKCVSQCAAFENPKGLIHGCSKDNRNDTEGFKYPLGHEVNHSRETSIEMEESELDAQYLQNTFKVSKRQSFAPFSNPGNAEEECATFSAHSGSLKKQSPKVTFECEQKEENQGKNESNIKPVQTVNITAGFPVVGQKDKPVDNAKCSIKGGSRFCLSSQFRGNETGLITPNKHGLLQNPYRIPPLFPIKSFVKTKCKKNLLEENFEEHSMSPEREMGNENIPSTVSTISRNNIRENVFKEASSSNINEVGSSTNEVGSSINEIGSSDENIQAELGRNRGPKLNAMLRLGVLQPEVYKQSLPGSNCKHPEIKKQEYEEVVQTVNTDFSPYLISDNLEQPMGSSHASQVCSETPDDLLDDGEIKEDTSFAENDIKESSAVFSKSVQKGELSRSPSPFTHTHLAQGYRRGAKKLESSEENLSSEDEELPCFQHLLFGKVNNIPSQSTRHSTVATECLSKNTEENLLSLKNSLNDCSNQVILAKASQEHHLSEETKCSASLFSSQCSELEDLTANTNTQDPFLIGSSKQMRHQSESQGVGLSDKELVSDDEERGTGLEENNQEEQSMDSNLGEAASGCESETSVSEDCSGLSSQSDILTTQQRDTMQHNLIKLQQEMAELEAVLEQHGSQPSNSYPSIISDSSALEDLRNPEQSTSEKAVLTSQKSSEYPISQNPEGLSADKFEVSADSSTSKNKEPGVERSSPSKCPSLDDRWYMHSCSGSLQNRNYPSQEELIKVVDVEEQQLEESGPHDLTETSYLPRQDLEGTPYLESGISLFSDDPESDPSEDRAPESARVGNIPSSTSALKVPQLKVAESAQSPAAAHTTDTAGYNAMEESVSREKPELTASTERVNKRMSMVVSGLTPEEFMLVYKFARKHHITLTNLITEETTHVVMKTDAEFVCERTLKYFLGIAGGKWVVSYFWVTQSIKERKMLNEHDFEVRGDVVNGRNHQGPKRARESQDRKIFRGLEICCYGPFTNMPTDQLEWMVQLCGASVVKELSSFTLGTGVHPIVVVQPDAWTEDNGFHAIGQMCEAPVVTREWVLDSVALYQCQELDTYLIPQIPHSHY
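Fluorescence polarization: His-tagged BRCT (~35 kDa BRCA1 C-terminus, 250 nM) bound to 100 nM fluorescein-labeled phosphorylated 10-aa BACH1 peptide, pH 7.3 phosphate buffer with DTT and Tween 20. Compounds incubated 12 min at room temperature; inhibition read as lowered polarization.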
BRCT PPI red = inhibitors of human BRCA1 BRCT-phosphoprotein interaction (red fluorophore) | P38398 | BRCT-phosphopeptide binding, red fluorescence polarization | Potency, µM (highest dose often 76.9 µM), for inactives: top-dose activity change, negative = inhibition, most hits filed as inhibitors | 0.03% of 75,000 active | AID 892; also: % is scaled to controls: 0 for no effect and ±100 for the full control effect
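Rhodamine-labelled pBACH1 10-mer (100 nM) bound to BRCT domain (100 nM) at pH 7.3; compounds incubated 12 min room temperature, polarization read. Free peptide defines full inhibition; unlabelled decapeptide titrated as control.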
Casp7 inh = allosteric or competitive inhibitors of human caspase-7. 0.02% of 75,000 active. AID 889. P55210. recombinant caspase-7, Ac-DEVD-AFC fluorescence rate. Potency, µM (titrated, usually from 57.5 µM), for the others: top-dose activity change, negative = inhibition, actives largely listed as inhibitors; active = well fitted inhibition curve with a large enough effect in the main read-out, with a control signal flat, not every such curve was filed as active; inconclusive = small, poorly fitted or top-dose-only effect, or a change in a side signal; also: potency is read from the fitted curve at half-maximal effect; % of control where 0% means no effect
HEK293 cAMP ctrl = counter-screen for TSHR agonists: cAMP increase in parental HEK293; parental HEK293 CNG cAMP sensor, membrane potential fluorescence; Potency, µM (highest dose often 57.1 µM), inactives show at the highest dose activation, most hits filed as activators; 2.5% of 73,000 active; also: potency is read from the fitted curve at half-maximal effect; % of control where 0% means no effect; nearly all actives have a fitted effect of over 55% in size
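Parental HEK 293 cells stably expressing a modified CNG channel (no TSHR) report cAMP rise as membrane depolarization. Membrane potential dye with 100 uM RO 20-1724 was loaded for 60 min at room temperature, then compound added for 30 min; fluorescence read at 590 nm.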
TexasRed autofl = Texas Red region autofluorescence. AID 587. max dye-equivalent concentration, M. Compound fluorescence, Texas Red channel, 547/618 nm; stronger effect = higher value. 0.06% of 59,000 active; in the data active = max dye-equivalent concentration above about 10 nM; inconclusive = between about 1.1 nM and that limit
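Compound titrations in 100 mM Tris pH 8.0 were incubated 15 min at room temperature and read at 547 nm excitation / 618 nm emission. Texas Red six-point standard curve on each plate converted fluorescence to dye-equivalent concentration.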
A350 fluor = compound fluoresces in the Alexa 350 spectral region. Compound autofluorescence, 340/450 nm, Alexa 350 dye-equivalents; stronger effect = higher value. max dye-equivalent concentration, M. 11% of 59,000 active; in the data active = max dye-equivalent concentration above about 10 nM; inconclusive = mostly about 1.1 nM to 9.6 nM
Caspase-1 inhib = allosteric or competitive inhibitors of human caspase-1. 0.03% of 75,000 active. Potency, µM (top dose mostly 57.5 µM), for the others: at the highest dose activity change, negative = inhibition, most hits filed as inhibitors. AID 900. P29466. Caspase-1 enzyme, Ac-WEHD-AFC fluorogenic rate;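 also: potency is read from the fitted curve at half-maximal effect; plate controls were vehicle for no effect and no substrate for full effect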
The depositor's hits bear a star; i = inactive; ? = inconclusive; · = not tested or not shown; [ ] = remark or other dose. Unless noted, calls follow the shape of the dose curve; as a rule, active = well fitted curve in the direction sought with a large enough effect; inconclusive = small, poorly fitted or top-dose-only effect, or another doubt; inactive = no such curve, though single readings can be large; an effect the other way counts as inactive or inconclusive. Some of the compounds tested (hit frequency here may not be typical).

SMILES	Fluorescein autfl	Rhodamine fluor	USP2a inhib	4MU fluor	BRCT PPI green	BRCT PPI red	Casp7 inh	HEK293 cAMP ctrl	TexasRed autofl	A350 fluor	Caspase-1 inhib
CCCCOC(=O)C1CCCC(C(=O)OCCCC)N1 (stereo unspecified)	i	i	3.5%	i	-1.7%	0.7%	0.7%	13.5%	i	i	1.1%
O=C1[C@H]2[C@H]3[C@H](O)[C@H](O)C/C(=N/OCc4ccccc4)[C@@H]3CC[C@@H]2C(=O)N1Cc1ccccc1	·	·	·	·	0.6%[15.4 µM]	0.5%[15.4 µM]	1.4%[11.5 µM]	1.7%[11.4 µM]	·	·	-2.4%[11.5 µM]
COc1ccc(N)c(C)c1	·	·	·	·	0.7%	-0.6%	0.0%	14.4%	·	·	-3.7%
N#CC1=C(N)Oc2n[nH]c(-c3ccccc3)c2C1c1ccncc1 (stereo unspecified)	i	i	-3.8%	i	0.2%	0.7%	-16.4%	6.9%	?	i	-8.7%
O=C(CCCOc1ccccc1)Nc1nncs1	i	i	18.3%	i	0.3%	-1.7%	0.1%	11.6%	i	i	-0.3%
CC(=O)c1nc(N2C(=O)C3CC=C(C)CC3C2=O)sc1C (stereo unspecified)	i	i	-2.6%	i	0.5%	-1.6%	-0.6%	1.5%	i	i	-12.7%
COC(=O)N1CCC2(CCCN(c3cccc(-c4ccccc4)c3)C2)CC1	?	i	-7.4%	i	-1.4%	-1.2%	-1.7%	15.8%	i	i	-4.5%
CCOC(=O)c1ccc(COC(=O)c2nonc2N)cc1	i	i	-0.5%	i	1.0%	-2.5%	-0.3%	2.0%	i	i	-0.3%
O=c1[nH]c(CSc2nnc(-c3ccncc3)n2Cc2ccco2)nc2ccccc12	i	i	12.7%	i	-1.6%	-2.1%	-1.3%	0.8%	i	i	-2.9%
O=C(CCNS(=O)(=O)c1ccc(Cl)cc1)NCc1cccnc1	i	i	-5.6%	i	-0.9%	-1.1%	0.7%	2.4%	i	i	-0.5%
CCOC(=O)c1c(C)nc(-c2ccccc2)nc1NC(=O)CC	i	i	17.1%	i	0.6%	-0.5%	-0.2%	?	i	i	-1.9%
COc1cc2c(cc1NC(=O)CC1SC(N3CCCC3)=NC1=O)oc1ccccc12 (stereo unspecified)	?	i	30.2%[activator]	i	0.8%	0.4%	-1.9%	-4.9%	?	i	1.8%
Cn1c(SCc2ccccc2F)nnc1-c1cnccn1	i	i	-0.6%	i	-1.6%	0.3%	-1.0%	3.3%	?	i	1.0%
CCOC(=O)N1CCC(NC(=O)c2ccc3c(c2)sc2nc(-c4cccc(OC)c4)cn23)CC1	·	·	·	·	0.7%	0.6%	-2.7%	21.9%	·	·	-4.6%
COc1ccc(C(C(=O)OCCN(C)C)c2ccccc2)cc1 (stereo unspecified)	i	i	8.4%	i	-2.2%	-1.1%	0.3%	19.7%	i	i	1.5%
CC(C)n1c(N2CCN(CC(=O)Nc3ccc4c(c3)OCCO4)CC2)nc2ccccc21	i	i	19.2%	i	-1.7%	-0.1%	1.9%	-7.7%	i	i	-1.2%
O=C(Cn1c(SCC(=O)NC2CCCC2)nnc1-c1ccncc1)Nc1ccc2c(c1)OCO2	?	i	20.3%	i	0.0%	1.7%	0.0%	-3.6%	i	i	-2.8%
c1ccc(-c2nnc(CN3CCC4(CC3)OCCO4)o2)cc1	i	i	-7.0%	i	-1.1%	0.6%	-0.2%	3.4%	i	i	1.7%
CC(c1ccco1)N(C(=O)C12CC3CC(CC(C3)C1)C2)c1ccccn1 (stereo unspecified)	i	i	0.4%	i	0.1%	0.9%	-4.3%	?	i	i	-5.2%
Cc1ccc2c(SCC(=O)NCc3ccco3)nc(-c3ccc(F)cc3)nc2c1	i	i	·	i	-1.7%	1.0%	1.4%	3.2%	i	i	-1.0%
CNc1nnc(CSc2nc(C)cc(C)n2)s1	?	i	6.2%	i	-1.2%	-0.7%	-1.4%	6.8%	i	i	-0.4%
Cn1nc(CC(=O)Nc2cccnc2N2CCOCC2)c2ccccc2c1=O	?	i	3.3%	i	-2.1%	0.4%	-2.7%	6.9%	?	i	1.3%
CCCCOc1ccccc1/C=c1/sc2nc(-c3oc4ccccc4c3C)nn2c1=O	i	i	·	i	·	·	·	·	i	i	·
COC(=O)c1c(NC(=O)CN2CCN(C(=O)c3ccco3)CC2)c2cc(C)ccc2n1C	i	i	13.2%	?	-2.4%	0.9%	-1.6%	11.7%	i	?	-3.0%
O=C(Nc1ccc(F)cc1F)c1ccco1	i	i	-4.6%	i	-1.1%	-1.2%	-0.3%	4.8%	i	i	1.2%
COc1ccc(-n2nnc3c(=O)n(Cc4cc(C)ccc4C)cnc32)cc1	i	i	10.8%	i	-0.4%	-0.5%	-0.2%	?	i	i	-0.8%
Cc1ccc2cccc(S(=O)(=O)Nc3c(C)n(C)n(-c4ccccc4)c3=O)c2n1	?	i	9.7%	i	-1.4%	0.3%	0.1%	4.3%	i	i	-1.0%
CC(=NC1CCN(Cc2ccccc2)CC1)c1c(O)[nH]c(=O)[nH]c1=O	i	i	0.6%	i	1.3%	-1.6%	-1.0%	-0.8%	i	i	-2.4%
Nc1nnc(SCc2ccccc2F)n1-c1ccccc1	i	i	7.3%	i	-4.9%	1.0%	-1.2%	1.9%	i	?	-0.3%
Cc1cc(N2CCN(C(=O)c3ccco3)CC2)n2nc(-c3cccc(F)c3)cc2n1	i	i	29.7%	1.19e-08M*	3.5%	0.3%	-5.5%	-2.6%	i	?	?

SMILES	Fluorescein autfl	Rhodamine fluor	USP2a inhib	4MU fluor	BRCT PPI green	BRCT PPI red	Casp7 inh	HEK293 cAMP ctrl	TexasRed autofl	A350 fluor	Caspase-1 inhib
Cc1ccc(C(=O)CSc2nnc(-c3ccco3)n2CC2CCCO2)cc1 (stereo unspecified)	?	i	29.9%	i	1.9%	-1.5%	-1.4%	5.9%	i	i	-2.0%
CCCCSc1nc(N)c(C#N)c(-c2cccs2)c1C#N	i	i	·	?	·	·	·	·	i	?	·
O=C1c2ccncc2C(=O)N1C1CCCCC1	i	i	-2.6%	i	-1.8%	2.9%	-0.2%	2.9%	i	i	1.3%
CCCCc1nc2ccccc2c(C(=O)O)c1C	i	i	-6.1%	i	-2.0%	-1.2%	1.2%	11.4%	?	i	-1.3%
CCc1cc2c(NCC3CCCO3)ncnc2s1 (stereo unspecified)	i	i	-4.0%	?	-0.7%	-2.0%	-0.9%	7.4%	i	?	0.9%
COc1ccc(NC(=O)N2CC[C@@]3(CCCN(C(=O)c4cccn4C)C3)C2)cc1	?	i	7.9%	i	1.2%	-1.4%	1.3%	5.1%	i	i	-1.0%
O=C(Nc1ccncc1)C1CCCN(S(=O)(=O)c2cccc3cccnc23)C1 (stereo unspecified)	·	·	·	·	-1.0%	1.1%	-1.6%	-1.4%	·	·	3.4%
Cc1cc(C)nc(N(C#N)Cc2ccccc2Cl)n1	·	·	·	·	0.5%	-1.8%	0.6%	10.3%	·	·	-3.8%
Cc1ccc2cc(CCNC(=O)C(C)C)c(=O)[nH]c2c1	·	·	·	·	-0.3%	2.0%	-1.5%	-2.8%	·	·	-3.3%
Cc1ccc(NC(=O)c2noc3c2CCCCC3)cc1C	i	i	2.8%	i	0.1%	0.2%	0.6%	?	i	i	1.9%
CC(Oc1ccc(Br)cc1)C(=O)N1CCc2ccccc21 (stereo unspecified)	?	i	-3.7%	i	0.1%	-0.9%	-1.9%	25.1µM*	i	i	-1.0%
O=C(CNC(=O)c1ccco1)Nc1cc(Cl)ccc1N1CCOCC1	i	i	19.2%	i	-0.6%	1.3%	-2.6%	2.5%	i	?	-5.8%
CC(=O)c1ccc(N2CCN(c3ccc(C(F)(F)F)cn3)CC2)cc1	·	·	·	·	0.2%	-0.4%	-7.4%	14.1%	·	·	-5.9%
CCCCCn1c(=O)[nH]c2cc(C(=O)NCCCN3CCCCC3)ccc2c1=O	i	i	7.5%	4.44e-08M*	1.0%	-2.4%	1.4%	6.2%	i	4.12e-08M*	-1.7%
COc1ccc(F)cc1S(=O)(=O)N1CCCN(S(=O)(=O)c2cc(F)ccc2OC)CC1	?	i	19.1%	i	-0.4%	-0.3%	0.0%	12.3%	i	i	-1.2%
COC(=O)/C=C/C1c2ccccc2C(OC)C1C (stereo unspecified)	·	·	·	·	0.0%[15.4 µM]	0.2%[15.4 µM]	-2.2%[11.5 µM]	-5.1%[11.4 µM]	·	·	-3.6%[11.5 µM]
CC1CC[C@@]2(OC1)OC1CC3C4CC[C@H]5CC(O)CC[C@@]5(C)C4CC[C@]3(C)C1C2C (stereo partly specified)	·	·	13.7%	·	-1.0%	2.1%	2.6%	·	·	·	-2.1%
Cc1csc(SCC(=O)N2CCN(S(=O)(=O)c3ccc(Cl)cc3)CC2)n1	?	i	0.8%	i	-1.1%	-0.5%	-1.0%	18.1%	i	i	1.2%
O=C(Nc1ccccn1)NC1CCS(=O)(=O)C1 (stereo unspecified)	·	·	1.0%[7.66 µM]	·	-0.2%	-1.0%	1.5%	-0.2%[11.4 µM]	·	·	-3.9%
CCn1c(SCC(=O)C(C)(C)C)nnc1-c1ccccc1OC	i	i	6.2%	i	4.1%	-0.5%	-0.6%	?	?	i	-2.0%
